Compound activity: PubChem, several laboratories
RmlCD inh mix – RmlC and RmlD coupled enzyme inhibitors, primary screen, biochemical, 384-well, compound mixtures, retest. RmlC/RmlD coupled enzyme inhibition, 384-well mixture HTS. inhibition, % at 5.5 µM. 110,000 compounds, 0.39% hits; in the data active = inhibition above about 30%, passing the limit was not always enough; inconclusive = no clear call, values can overlap the other calls; note: strong numbers were not always called active
HIV RNase H inh – HIV-1 RT RNase H inhibitors, primary screen, biochemical, fluorescence; Gag-Pol polyprotein (Human immunodeficiency virus type 1 group M subtype B (isolate …; 65,000 compounds, 1.9% hits; inhibition, % at 10 µM; RT-RNase H RNA/DNA duplex cleavage; in the data active = inhibition above about 50%
* marks the source's active call; other numbers are inactive results; ? = inconclusive; . = no result given.

The first 2 compounds, ahead of the listing:
item | Compound | RmlCD inh mix | HIV RNase H inh
1 | COc1ccc(C(=O)NCc2c(CC(C)C)oc(C)c2C(=O)O)cc1 | -5 | -4
2 | Cn1nc(C(F)(F)F)c(C(=O)Nc2ccc(F)cc2F)c1Sc1ccc(Cl)cc1 | 7 | .

The list itself (from the top)
item | Compound | RmlCD inh mix | HIV RNase H inh
1 | COc1ccc(C(=O)NCc2c(CC(C)C)oc(C)c2C(=O)O)cc1 | -5 | -4
2 | Cn1nc(C(F)(F)F)c(C(=O)Nc2ccc(F)cc2F)c1Sc1ccc(Cl)cc1 | 7 | .
3 | CCC(=O)N1CCN(c2ccccc2NC(=O)COc2ccccc2Cl)CC1 | 13 | -8
4 | COc1ccc(-c2noc(-c3ccc4c(c3)OCO4)n2)cc1 | -15 | .
5 | COc1cc2c(cc1O)CC1c3c(cc(O)c(OC)c3-2)CCN1C (centres undefined) | 8 | .
6 | CC(C)[N+](C)(CCOC(=O)C1c2ccccc2Oc2ccccc21)C(C)C | -4 | -10
7 | O=C(C1=C[C@H](c2csc3ccccc23)C[C@H](OCCCCO)O1)N1CCOCC1 | -14 | .
8 | COC(=O)[C@@H]1C[C@@]2(O)[C@@H](O)[C@@H](O)[C@@H](O)C[C@H]2N1Cc1ccc(C(F)(F)F)cc1 | -31 | .
9 | O=C(NC(NCC1CCCO1)C(Cl)(Cl)Cl)c1cccc2ccccc12 (centres undefined) | -5 | .
10 | Cn1c(=O)c2c(O)cc(=O)[nH]c2n(-c2ccccc2)c1=O | . | 0
11 | O=C1CCC(=O)N1CN(Cc1ccco1)CN1C(=O)CCC1=O | 4 | 1
12 | Cc1ccc(S(=O)(=O)N2CCN(C(=O)N(c3ccccc3)c3ccccc3)CC2)cc1 | -10 | .

Of the compounds above, 2 contain fluorine:
item | Compound | RmlCD inh mix | HIV RNase H inh
2 | Cn1nc(C(F)(F)F)c(C(=O)Nc2ccc(F)cc2F)c1Sc1ccc(Cl)cc1 | 7 | .
8 | COC(=O)[C@@H]1C[C@@]2(O)[C@@H](O)[C@@H](O)[C@@H](O)C[C@H]2N1Cc1ccc(C(F)(F)F)cc1 | -31 | .

Carrying on:
item | Compound | RmlCD inh mix | HIV RNase H inh
13 | O=C(CN1C(=O)c2ccccc2S1(=O)=O)Nc1ccccc1 | -391 | .
14 | Oc1cccc2ccc(Nc3ccccn3)nc12 | -5 | 28
15 | CCN(CCCNC(=O)CCCn1c(=O)[nH]c2ccccc2c1=O)c1cccc(C)c1 | ? | 9
16 | CC(=O)N1C(=O)C2(Nc3ccccc3N2)c2ccccc21 | 13 | -12
17 | O=C(N/N=C1\CCCc2ccccc21)C(O)c1ccccc1 (centres undefined) | -9 | .
18 | COc1ccc(Cc2nnc3n2N=C(c2cc4ccccc4o2)CS3)cc1OC | -6 | 71*
19 | Cc1cnc(C(=O)OCC(=O)NC23CC4CC(CC(C4)C2)C3)cn1 | 9 | .
20 | CCOC(=O)C1=C(CC)Nc2ccccc2N=C1NC(=O)Cn1cnc2ccccc2c1=O | -15 | 4
21 | Cc1cc(C)cc(Nc2ccc([N+](=O)[O-])nc2[N+](=O)[O-])c1 | -5 | .
22 | c1cc2c3c(cccc3c1)NC1(CCCCCC1)N2 | -29 | 20
23 | Cc1nc2c(c(=O)n1Cc1ccco1)c1nc3ccccc3nc1n2Cc1ccccc1 | . | 26
24 | COc1cccc(N2CCN(C(=O)CN(c3ccc(C)cc3)S(=O)(=O)c3c(C)n[nH]c3C)CC2)c1 | 3 | 2

In another format: five of the compounds above
(16) CC(=O)N1C(=O)C2(Nc3ccccc3N2)c2ccccc21
(17) O=C(N/N=C1\CCCc2ccccc21)C(O)c1ccccc1 (centres undefined)
(18) COc1ccc(Cc2nnc3n2N=C(c2cc4ccccc4o2)CS3)cc1OC
(19) Cc1cnc(C(=O)OCC(=O)NC23CC4CC(CC(C4)C2)C3)cn1
(20) CCOC(=O)C1=C(CC)Nc2ccccc2N=C1NC(=O)Cn1cnc2ccccc2c1=O

screen / no.	16	17	18	19	20
RmlCD inh mix	13	-9	-6	9	-15
HIV RNase H inh	-12	.	71*	.	4

Continued.
item | Compound | RmlCD inh mix | HIV RNase H inh
25 | Cc1nn(-c2ccccc2)c2sc(C(=O)OC3CCOC3=O)cc12 (centres undefined) | . | -44
26 | Cc1ccc(/C=N\n2c(-c3ccccc3)n[nH]c2=S)s1 | -11 | .
27 | N/C(=N\OC(=O)CCCOc1ccccc1)c1ccc(Br)cc1 | 27 | .
28 | CC(=O)Nc1nc(C)c(C(C)=O)s1 | 0 | .
29 | CCn1nc(CC(=O)Nc2ccc(-n3cnnn3)c(C)c2)c2ccccc2c1=O | 5 | -3
30 | Cc1nn(C(C)c2n[nH]c(=S)n2-c2cccc(Cl)c2)c(C)c1[N+](=O)[O-] (centres undefined) | 9 | .
31 | COc1ccc2cc3cc(C(=O)NCCN4CCN(c5ccccc5F)CC4)oc3nc2c1 | . | -20
32 | C=CCCC(=O)Nc1nc(C)c(-c2csc(Nc3cc(Cl)ccc3OC)n2)s1 | -7 | .
33 | COc1ccc(N2CCN(C(CNC(=O)c3ccco3)c3cccnc3)CC2)cc1 (centres undefined) | -4 | -15
34 | COc1ccc(-n2c(Cc3cccn3C)nnc2SCC(=O)Nc2ccc(F)cc2F)cc1 | -9 | -38
35 | Cc1ccc(S(=O)(=O)N/N=C/c2ccc(C(=O)O)cc2)cc1 | -7 | .
36 | COC(=O)CCC(=O)OC1(C)C(=O)C2=CN(C3CCCC3)C(c3ccc(OC)cc3)=CC2=C(Br)C1=O (centres undefined) | -1 | .
37 | CCOC(=O)C1=C(C)NC(=O)NC1c1ccco1 (centres undefined) | 7 | -28
38 | CCCCSc1nnc2n(CCc3ccccc3)c(=O)c3c4c(sc3n12)COC(C)(C)C4 | 6 | 8
39 | COc1ccc(CCNc2ccncn2)cc1 | 7 | .
40 | O=C(Nc1cccc(-c2cn3cccnc3n2)c1)c1ccc2c(c1)OCO2 | 37 | 12
41 | CC(C)[C@H]1C(=O)N2CCC[C@H]2[C@]2(O)O[C@](NC(=O)[C@@H]3C=C4c5cccc6[nH]cc(c56)C[C@H]4N(C)C3)(C(C)C)C(=O)N12 | -20 | 1
42 | Cc1ccc2nc(NC(=O)CNS(=O)(=O)c3ccc(Br)s3)sc2c1 | 10 | 0
43 | COc1ccc(C(=O)/C=C(/C)N(C)C)cc1 | 7 | .
44 | CCn1nc(C(=O)NC2=NCCS2)c2ccccc2c1=O | -10 | -3
45 | C=CCNC(=O)c1onc(CSc2cc(C)cc(C)c2)c1C(=O)O | -3 | .
46 | O=C(C1CCCCN1S(=O)(=O)c1ccc(F)cc1)N1CCN(c2ccccc2F)CC1 (centres undefined) | 11 | -19
47 | CCN(CC)C(=O)NC1CC2CCCC(C1)N2Cc1ccccc1 (centres undefined) | -19 | -5
48 | Cc1ccc(-n2ncc3c(NCCCN4CCOCC4)ncnc32)c(C)c1 | -22 | 0

A few values from the entries so far:
Under HIV RNase H inh, no. 11 has the entry 1
Under RmlCD inh mix, no. 8 has the entry -31
Under RmlCD inh mix, no. 35 has the entry -7
Under RmlCD inh mix, no. 24 has the entry 3
Under RmlCD inh mix, no. 14 has the entry -5
Under RmlCD inh mix, no. 17 has the entry -9
Under HIV RNase H inh, no. 22 has the entry 20

Going on with the list.
item | Compound | RmlCD inh mix | HIV RNase H inh
49 | O=C1N=C(c2ccccc2)C(c2ccccc2)N1 (centres undefined) | -16 | -33
50 | COc1cc(/C=N/NC(N)=O)ccc1OC(=O)c1ccc(C)cc1 | -5 | .
51 | O=C(O)c1ccc(CNCc2ccccc2Cl)cc1 | -5 | .
52 | Cc1cc2nc(-c3ccc(NC(=O)c4cccnc4)cc3)oc2cc1C | . | 1
53 | C=CCOC(=O)COc1ccc2c(C)c(C)c(=O)oc2c1C | 14 | -20
54 | O=S(=O)(c1ccc(F)cc1)N1CCC(N2CCCCCC2)CC1 | -11 | .
55 | COc1ccccc1N1CCN(C(=O)/C=C/c2ccc3c(c2)OCO3)CC1 | -4 | .
56 | CC(=O)Nc1c(Br)cc(N2C(=O)CCC2=O)cc1Br | -4 | .
57 | COc1ccc(NC(=O)CCSc2nnc(C)s2)cc1 | -13 | -4
58 | COc1ccc2[nH]c(=O)c(CN(CCCN(C)C)C(=O)Nc3ccc(F)cc3)cc2c1 | -84 | -2
59 | Cc1nnc(SCc2ccc(CC(=O)O)cc2)o1 | -8 | 5
60 | CCCCCCCCCCCCN1[C@@H](CC(=O)O)c2cc(F)ccc2S1(=O)=O | -16 | .
61 | Cc1ccc(Cc2nnc3n(-c4ccccc4)nc(C(=O)c4ccccc4)n3c2=O)cc1 | -5 | .
62 | O=Nc1ccc(NOC(=O)c2ccc(Br)cc2)cc1 | 5 | .
63 | Cc1ccccc1OCCn1c(=O)sc2ccccc21 | 13 | .
64 | COc1ccc(-c2cc(-c3ccccc3O)[nH]n2)cc1OC | 17 | -14
65 | O=C(O)CC(C(=O)Nc1ccc(Cl)c(Cl)c1)C1CCCO1 (centres undefined) | -8 | .
66 | CCOc1ccccc1/C=N/NC(=O)Cc1csc(Nc2cccc(C(F)(F)F)c2)n1 | 5 | .
67 | Cc1ccccc1Cn1ccc(NC(=O)c2cnn3cccnc23)n1 | -7 | -13
68 | Cc1ccccc1NC(=S)NC(=O)CCc1ccccc1 | -32 | .
69 | O=C(CCC1N=C2c3ccccc3N=C(SCc3cccc(Cl)c3)N2C1=O)NCc1ccco1 (centres undefined) | -9 | -16
70 | O=S1(=O)C=CC(Sc2nc3ccccc3[nH]2)C1 (centres undefined) | 13 | -11
71 | CC1Cc2ccccc2N1C(=O)c1cccnc1 (centres undefined) | 4 | -9
72 | Cc1ccc(S(=O)(=O)N2CCC(C(=O)NNS(=O)(=O)c3ccc(Cl)cc3)CC2)cc1 | 8 | .
73 | O=C1C(c2ccc(F)cc2)N(Cc2ccc3c(c2)OCO3)C(=O)CN1C1CCCCC1 (centres undefined) | 9 | 1
74 | Cn1c(CO)c(-c2ccccc2)c2cc([N+](=O)[O-])ccc21 | -13 | .
75 | C=C(C)CSc1nnc(-c2ccccc2)n1N | . | 38
76 | CSc1ccc(-c2nc(CSCC(=O)NCCCN3CCOCC3)c(C)o2)cc1 | 8 | .
77 | COC(=O)NC(=S)Nc1ccc(Oc2ccc(Cl)cc2Cl)c(Cl)c1 | -7 | .
78 | Cc1cc(N2C(=O)C3CC=CC(C)C3C2=O)no1 (centres undefined) | 11 | .
79 | COc1cc(C2=NOC(C(=O)NCc3ccc(F)cc3)C2)cc(OC)c1OC (centres undefined) | . | 8
80 | CC(C)CCC(C)N=Cc1c(O)n(Cc2ccccc2)c(=O)c2ccccc12 (centres undefined) | 6 | .
81 | CCOC(=O)CSc1n[nH]c(NC(=O)c2ccccc2)n1 | 5 | .
82 | Cc1nc(N2CCC3(CC2)OCCO3)c2nnn(Cc3ccccc3F)c2n1 | 17 | -18
83 | O=C1c2ccccc2C(=O)N1CCCn1c(=O)oc2ccccc21 | 14 | -4
84 | CC1CCCC(NC2CCCCNC2=O)C1 (centres undefined) | 3 | 0
85 | O=C(CN1C(=O)COc2ccccc21)N(Cc1cccnc1)Cc1ccccc1F | 8 | 3
86 | COc1cccc(/C=N/n2c(N)nc3ccccc32)c1OC | -9 | .
87 | Cc1cc(=O)n2nc(N3CCC(C(=O)NC(C)c4ccccc4)CC3)sc2n1 (centres undefined) | 7 | .
88 | Cc1cc(SCCOc2ccccc2)nc(N)n1 | -11 | .
89 | CCS(=O)(=O)c1ccc2c(c1)N(S(C)(=O)=O)CC(C(=O)NCc1ccccc1OC)O2 (centres undefined) | -4 | .
90 | CC(C)NCC(O)COc1ccc(COCCOC(C)C)cc1 (centres undefined) | 6 | .
91 | O=c1c2ccccc2[nH]c2ccccc12 | 13 | .
92 | CN(C)Cc1cc(CCNC(=O)c2ccc(Cl)cc2)ccc1O | -26 | 6
93 | COCCN(C(=O)C1CC1)c1nnc(-c2cccc(C)c2)s1 | 1 | -6
94 | CCOc1ccc(NC(=O)c2cccnc2C(=O)O)cc1 | 6 | -7
95 | COc1ccccc1OCC(=O)NCc1cccs1 | 8 | -10
96 | CC(=O)n1nc2nc(C)cc(C)c2c1N | 9 | -10
97 | COC(=O)c1cc(-c2ccccc2)sc1N | -28 | .
98 | CC(C)Oc1ccc(-c2cc(=O)[nH]c(=O)[nH]2)cc1 | -10 | -8
99 | CCCCCCCCCOC(=O)C1N2C(=O)[C@@H](NC(=O)COc3ccccc3)[C@H]2SC1(C)C (some centres undefined) | 0 | .
100 | CCOC(=O)Cc1csc(SCC(=O)Nc2cccc(C#N)c2)n1 | -5 | -62

This is a subset (hit frequency here may not be typical).
